High-throughput results (PubChem BioAssay)
KCNQ2 inh – KCNQ2 potassium channel inhibitors, primary screen, cell-based, CHO-K1, FluxOR thallium flux, B-score (AID 2156); B-score at 10 µM; 20 min; hits give low values; hit rate 1.1% among 310,000; Potassium voltage-gated channel subfamily KQT member 2 (Rattus norvegicus), O88943;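 active = fluorescence ratio B-score at most minus 3 library SDs, with starting brightness B-score within 2 library SDs, cut at about -5.5 in these data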
Kir21 inh – inhibitors of mouse Kir2.1 inward-rectifier potassium channel | HEK293-Kir2.1, FluxOR thallium flux fluorescence; hits give low values | Inward rectifier potassium channel 2 (Mus musculus), P35561 | hit rate 0.85% among 310,000 | B-score at 10 µM | AID 1672, 2009;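 active = fluorescence ratio B-score at or below minus 3 SD of library scores, with starting-brightness B-score within 2 SD, cut at about -4.2 in these data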;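 also: channel flux triggered by added potassium and thallium sulfate stimulus; B-score of peak minus minimum fluorescence over baseline after thallium stimulus; more negative B-score means stronger Kir2.1 block with less thallium influx; some compounds called inactive have numbers as strong as hits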
Target sequence (P35561 whole entry, looked up): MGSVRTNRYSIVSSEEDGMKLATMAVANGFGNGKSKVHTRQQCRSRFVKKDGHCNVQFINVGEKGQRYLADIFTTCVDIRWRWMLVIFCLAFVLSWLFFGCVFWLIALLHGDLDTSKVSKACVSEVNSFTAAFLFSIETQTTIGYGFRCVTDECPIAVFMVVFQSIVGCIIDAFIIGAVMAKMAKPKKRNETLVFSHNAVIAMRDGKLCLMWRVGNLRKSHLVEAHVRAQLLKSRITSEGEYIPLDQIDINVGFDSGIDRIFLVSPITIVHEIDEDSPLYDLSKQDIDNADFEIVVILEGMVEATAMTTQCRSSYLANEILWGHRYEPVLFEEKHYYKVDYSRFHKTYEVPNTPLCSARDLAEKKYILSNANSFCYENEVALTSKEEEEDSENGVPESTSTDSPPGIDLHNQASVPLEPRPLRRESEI
Active calls of the source: *; i = inactive.

SMILES | KCNQ2 inh | Kir21 inh
Cc1ccccc1S(=O)(=O)Cc1ccc(C(=O)NC2CC2)o1 | i | -0.03
NS(=O)(=O)c1ccc(CNC(=O)c2cc(-c3ccccn3)nc3ccc(Cl)cc23)cc1 | i | 1
Cc1cc2cc(CN(Cc3ccco3)C(=O)C3CCCCC3)c(=O)[nH]c2cc1C | i | -2.9
CC(=O)Cc1nnn(-c2cc(C)on2)n1 | i | 0.76
O=C1C2C3CCC(CC3)C2C(=O)N1c1ccccc1 (stereo not given) | i | 0.36
Nc1nc2nc(-c3ccccc3)cc(C(F)(F)F)c2s1 | i | 2
COc1ccc(C(=O)NCc2nnc(SCC(=O)c3ccc(F)cc3)n2C)cc1OC | i | -2.8
O=C(Cn1nc(-c2ccccc2F)ccc1=O)NCc1ccc2c(c1)OCO2 | i | 1.9
Cc1cc(C)c(NS(=O)(=O)c2ccc3c(c2)NC(=O)CCS3)c(C)c1 | i | 0.82
C=C(C)c1cccc(C(C)(C)NC(=O)N2CCN(C)CC2)c1 | i | -1.2
Cc1ccc[n+](CC(=O)c2ccc(NC(=O)c3ccccc3)cc2)c1C | i | -1.4
Cn1nccc1C(=O)Nc1ccccc1C(=O)O | i | -2.2

Complete entries, quoted from the list. Order of values: KCNQ2 inh | Kir21 inh
Profile of `C=C(C)c1cccc(C(C)(C)NC(=O)N2CCN(C)CC2)c1` → i | -1.2
Profile of `NS(=O)(=O)c1ccc(CNC(=O)c2cc(-c3ccccn3)nc3ccc(Cl)cc23)cc1` → i | 1
Profile of `CC(=O)Cc1nnn(-c2cc(C)on2)n1` → i | 0.76
Profile of `O=C(Cn1nc(-c2ccccc2F)ccc1=O)NCc1ccc2c(c1)OCO2` → i | 1.9
Profile of `Cc1ccc[n+](CC(=O)c2ccc(NC(=O)c3ccccc3)cc2)c1C` → i | -1.4

(more compounds)
SMILES | KCNQ2 inh | Kir21 inh
CCc1ccc(C(=O)/C=C/NCc2ccc(F)cc2)cc1 | i | 0.56
CCOC(=O)c1ccccc1NC(=O)C1CSC2(C)CCC(=O)N12 (stereo not given) | i | -1.2
COc1cc(C(=O)NC(=S)NNC(=O)[C@H]2C[C@@H]2c2ccccc2)cc(OC)c1OC | i | 2.2
Cc1ccccc1N=C1N=C(N)c2ccccc21 | i | 0.29
O=C(CCS(=O)(=O)c1ccc(Br)cc1)Nc1cc(F)ccc1F | i | -0.05
CC1(C)C(=O)N(OCc2ccccc2)C(C)(C)C(=O)N1OCc1ccccc1 | i | -0.21
Cn1c(CC(=O)Nc2ccccc2F)nnc1SCC(=O)Nc1nncs1 | i | -0.77
Cn1c(=O)c2c(ncn2CC(=O)OCC(=O)c2ccc(F)c(F)c2)n(C)c1=O | i | 0.03
CSCCC(NC(=O)c1ccccc1Br)C(=O)NCc1ccc(F)cc1 (stereo not given) | i | 2
O=C(Cc1cccs1)NCc1cccc(C(F)(F)F)c1 | i | 0.27
O=C(Nc1ccc2c(c1)OCCO2)c1ccccn1 | i | 0.71
COc1ccc(NC(=S)/N=C(\N)Nc2nc(C)c3ccccc3n2)cc1 | i | -0.01
O=C(Nc1ccc2nc(-c3ccco3)c(-c3ccco3)nc2c1)N1CCCCCC1 | i | -0.15
CCOC(=O)c1c(C)n(C)c2ccc(OC(C)C(=O)OC)cc12 (stereo not given) | i | 1.8
Cc1cc(N2CCN(C(c3ccccc3)c3ccccc3)CC2)n2ncnc2n1 | i | 0.89
O=C1NC(=Nc2ccccc2Br)SC1(CO)CO | i | 0.77
CN(/N=C/c1ccncc1)c1cnn(-c2ccc(F)c(Cl)c2)c(=O)c1Cl | i | 0.27
COc1ccc(Nc2ccc(S(=O)(=O)N3CCCCC3)cc2[N+](=O)[O-])cc1Cl | i | -1.2
O=C(c1ccccc1)N1CCN(CC(O)COc2cccc3ccccc23)CC1 (stereo not given) | i | 0.23
CCOC(=O)C1CCCN(c2oc(-c3ccc(OC)cc3)nc2C#N)C1 (stereo not given) | i | -0.47
COc1cc(NC(=O)COc2ccccc2Cl)ccc1NC(=O)C(C)C | i | 0.01
CSc1nnc(-c2ccc(Cl)cc2Cl)o1 | i | -0.4
COC(=O)c1cc(Br)cn1S(=O)(=O)c1ccccc1 | i | -0.7
COc1ccccc1N/C(N)=N/c1nc(CSc2nc3ccccc3s2)cc(=O)[nH]1 | i | 0.49
O=C(OCc1nc2ccccc2s1)c1cccs1 | i | -0.34
CCOC(=O)c1c(C)[nH]c(N=Nc2ccc(C)cc2)c1C | i | -0.18
COc1ccc2[nH]c(C(=O)N3CCN(C)CC3)c(C)c2c1 | i | 0.03
Cc1cccc(C)c1NC(=O)CN1C(=O)S/C(=C\c2cccn2-c2cccc(C(=O)O)c2)C1=O | i | -0.66
O=C(N/N=C\c1ccc(Sc2ccccn2)o1)c1cccc(Br)c1 | i | -0.23
CNc1nc2c(c(=O)[nH]c(=O)n2C)n1CCOC | i | 1.1
Cc1ccc(C(=O)N2CC(C)OC(C)C2)c(Cl)c1 (stereo not given) | i | 0.02
Cc1ccc(-c2csc(Cc3nc(-c4cc5ccccc5oc4=O)cs3)n2)cc1 | i | -0.03
Cc1cccc(NC(=O)CCc2ccccc2)c1C | i | -1.4
O=C(Cc1ccccc1)Nc1ccc(N2CCOCC2)cc1 | i | 1.5
CCN(CC)CCNc1nc(-c2cccs2)c(CC(=O)O)s1 | i | -0.55
Cc1cc(S(N)(=O)=O)c(N)c(S(N)(=O)=O)c1 | i | -0.64
CC1=Nn2c(nc(-c3ccccc3)c2-c2ccccc2)N(CC(N)=O)C(=O)C1 | i | 0.68
CCN(CC)CCN1C(=O)C2C3c4ccccc4C(c4ccccc43)C2C1=O (stereo not given) | i | -1.4
COc1ccc(C(C)=O)cc1COC(=O)CCNS(=O)(=O)c1ccc(C(C)=O)cc1 | i | -0.95
Cc1nc2c(c(=O)n1CCC(C)C)c1nc3ccccc3nc1n2CC1CCCO1 (stereo not given) | i | -0.06
CNC(=O)c1cc(C(=O)c2ccccc2Br)c[nH]1 | i | -0.49
O=C(c1cnc(Cl)c(Cl)c1)N1CCC(Cc2ccccc2)CC1 | i | -0.05
Cc1cccc(-c2csc(NC(=O)c3cnccn3)c2C(=O)OC(C)C)c1 | i | -0.15
Cc1ccc(C)c2[nH]c(=O)c(CN(CCN3CCCC3)C(=O)Nc3cccc(Cl)c3)cc12 | i | -0.1
COCCN(C(=O)COC(=O)c1ccc(C)s1)c1c(N)n(Cc2ccccc2)c(=O)[nH]c1=O | i | 0.1
CCOC(=O)c1c(-n2cnnn2)sc(C)c1C | i | 0.5
O=C(/C=C/c1ccc(Cl)cc1)NC(=S)Nc1ccc(CN2CCOCC2)cc1 | i | 0.2
CC(=O)Nc1ccc(C(=O)NCCN2CCOCC2)cc1 | i | 0.51
Cc1cccc(C(C)C)c1NC(=O)c1c(-c2ccccc2)noc1C | i | 0.04
CCOc1ccc(CCNC(=O)COC(=O)c2ccc3c(c2)OCCO3)cc1OCC | i | -0.46
CC1C=CCC2C(=O)N(c3cccc(C(=O)NCc4ccccc4)c3)C(=O)C12 (stereo not given) | i | -1.2
O=C(Nc1ccn(Cc2c(F)c(F)cc(F)c2F)n1)c1ccc(COc2ccccc2Cl)cc1 | i | 3.1
Cc1cc(C)n(-c2ccc(C(=O)Nc3cccc(S(=O)(=O)N(C)C)c3)cc2)n1 | i | 0.52
Cc1nc2nc[nH]n2c(=O)c1NS(=O)(=O)c1ccc(F)cc1 | i | -0.03
O=c1ccc(Cl)nn1-c1ccccc1 | i | 1.1
COc1ccc(CCNC(=O)C/C(C)=N/NC(=O)C23CC4CC(CC(C4)C2)C3)cc1OC | i | 0.13
Cc1cccc2c1NC1(CCCC1)CC2C (stereo not given) | i | -2.7
c1ccc(CNc2ccccn2)cc1 | i | -0.25
C=CCn1c(SCc2nc3sc(C(=O)O)c(C)c3c(=O)[nH]2)nnc1-c1ccc(F)cc1 | i | -0.18
CCOC(=O)c1cc(C(=O)OCC)c(=O)[nH]c1C | i | -0.04

Next section:
SMILES | KCNQ2 inh | Kir21 inh
Cc1cc(C)nc(S/C=C/C(=O)c2ccccc2)n1 | i | -1.4
Cc1ccc(N2C(=O)CS/C2=N\C(=S)Nc2ccccc2)cc1 | i | -0.33
CCCOc1ccc(CC(=O)NCCc2ccccc2)cc1OC | i | -1.2
COc1ccc(-n2c(SCC(=O)Nc3cc(C)on3)nc3c(c2=O)SCC3)cc1 | i | 0.48
COc1cc2cc(Oc3ccc4ccc(=O)oc4c3)c(=O)oc2cc1OC(C)=O | i | 0
COc1ccc(CC(NC(C)=O)C(=O)NC2CCN(c3nnnn3-c3ccccc3)CC2)cc1OC (stereo not given) | i | -0.08
CCNC(=O)NC(=O)C(C)OC(=O)c1ccc(SC)cc1OC (stereo not given) | i | -0.01
COc1ccc(C2CC(c3ccc(Br)cc3)=NN2C(=S)Nc2ccccc2)cc1 (stereo not given) | i | -0.05
CC1=C(C#N)C(NC(=O)c2ccc(C)cc2)(C(F)(F)F)C(=O)N1 (stereo not given) | i | -0.8
Clc1cccc(Cl)c1-c1noc(CN2CCOCC2)n1 | i | -0.57
C=CCn1c(Cc2csc(N)n2)nnc1SCC(=O)Nc1ccc(C(=O)OCC)cc1 | i | 1.1
C=C(C)Cn1c(SCC(=O)N/N=C/c2c(O)ccc3ccccc23)nc2ccccc2c1=O | i | 0
Cc1[nH]n(-c2ccccc2)c(=O)c1/C=N\NC(=O)C1COc2ccccc2O1 (stereo not given) | i | 0.58
CCCCC(CC)C1OCC(CN2CCCC2)O1 (stereo not given) | i | -3.2
CC(=O)N1CCN(S(=O)(=O)c2cccc(C(=O)OCC(=O)NC(=O)c3cccn3C)c2)CC1 | i | -0.2
O=C(NCCc1csc(-c2ccccc2)n1)c1c(F)cccc1Cl | i | 0.16
Cn1nc(CSc2ccccc2)c(C=O)c1Cl | i | 0.91
CCOc1ccc(S(=O)(=O)n2nc(C)cc2C)c2ccccc12 | i | 2.5
COC(=O)c1cc(NC(=O)c2ccccc2)c(=O)oc1/C=C/Nc1ccc(Oc2ccccc2)cc1 | i | -1.2
CC1CCC(NC(=O)c2ccc(-n3cncn3)c([N+](=O)[O-])c2)CC1 (stereo not given) | i | 1.1
COc1ccc(S(=O)(=O)N/N=C(/C)c2ccc(C)o2)cc1 | i | 0.04
CC1(C)CC2CN(C(=O)Cc3ccccc3)C(C)(C2)C1 (stereo not given) | i | -0.69
CCN(CC(=O)Nc1ccccc1OC)C(=O)CCc1ccccc1 | i | 0.42
CCOCCCn1c(=NC(=O)c2ccc(OC)c(OC)c2)c(C#N)cc2c(=O)n3cccc(C)c3nc21 | i | 0
O=C(NCCc1ccccc1F)C1CC(O)CN1C(=O)Nc1ccccc1 (stereo not given) | i | 0.86
CCN(CC)CCNC(=O)c1cccc(NC(=O)C(=O)c2ccccc2NC(C)=O)c1 | i | -0.07
O=C(COc1ccc2ccccc2c1)Nc1nnc(-c2ccco2)s1 | i | 0.44
O=C(c1ccoc1)N1CCC2(CCCN(Cc3ccc(F)c(F)c3)C2)C1 (stereo not given) | i | 0.17
COc1ccc(NS(=O)(=O)c2ccc(N3CCOCC3)c(NC(=O)c3ccc(OC)cc3)c2)cc1 | i | 0.99
Cc1cc(C(=O)COC(=O)C2CC2)c(C)n1-c1ccc(F)cc1 | i | 1.1
COC(=O)/C=C/c1cc(F)ccc1S(=O)(=O)NC(C)(C)C | i | -0.49
Cc1cccn2c(=O)c(/C=C(\C#N)C(=O)NC3CCS(=O)(=O)C3)c(Oc3ccccc3Cl)nc12 (stereo not given) | i | -0.38
CCOc1ncccc1C(=O)OCC(=O)N(CC(C)C)C1CCS(=O)(=O)C1 (stereo not given) | i | 1.8
CCCCNC(=O)OCCNC(=O)Oc1cccc(C)c1 | i | -0.24
Cn1c(CC(=O)Nc2ccccc2Cl)nnc1SCC(=O)Nc1nncs1 | i | 0
COc1ccc(NC(=O)[C@@H](NC(=O)c2ccccc2)C(C)C)cc1S(=O)(=O)N1CCCCC1 | i | 0.08

Reformatted with the structure last: part of the list above.
KCNQ2 inh | Kir21 inh | Molecule
i | -0.07 | CCN(CC)CCNC(=O)c1cccc(NC(=O)C(=O)c2ccccc2NC(C)=O)c1
i | 0.08 | COc1ccc(NC(=O)[C@@H](NC(=O)c2ccccc2)C(C)C)cc1S(=O)(=O)N1CCCCC1
i | 0.44 | O=C(COc1ccc2ccccc2c1)Nc1nnc(-c2ccco2)s1
i | 0.86 | O=C(NCCc1ccccc1F)C1CC(O)CN1C(=O)Nc1ccccc1 (stereo not given)
i | -0.49 | COC(=O)/C=C/c1cc(F)ccc1S(=O)(=O)NC(C)(C)C

Other entries
SMILES | KCNQ2 inh | Kir21 inh
O=C(COc1ccc(F)cc1)Nc1nc2c(s1)CCCC2 | i | -0.46
COc1cccc(C(=O)CC(C(=O)O)c2ccc(Cl)cc2)c1 (stereo not given) | i | -1.8
Cc1cccc(CN2CCC(CNC(=O)Nc3ccc(F)c(Cl)c3)CC2)c1 | i | -4.2*
CC[C@@]12C(=O)N(c3cccc(F)c3)C(=O)N1[C@H](c1ccc(Cl)cc1)[C@@H]1C(=O)N(C3CCCCC3)C(=O)[C@@H]12 | i | 0.28
CC(C)S(=O)(=O)c1csc(C(=O)NN)c1-n1cccc1 | i | 0.76
O=S(=O)(c1cccc(S(=O)(=O)N2CCN(c3ncccn3)CC2)c1)N1CCOCC1 | i | 0.51
Cc1ccc(C(=O)OCC(=O)NCCc2ccccc2)cc1S(=O)(=O)N1CCOCC1 | i | -1.4
CCCCCCCCS(=O)C1CCS(=O)(=O)C1 (stereo not given) | i | -0.81
Cc1ccnc(NS(=O)(=O)c2ccc(NC(=O)C3CC=CCC3C(=O)O)cc2)n1 (stereo not given) | i | 0.4
CC(C)N1CCNCC1 | i | -0.34
